Tb PFK block = inhibitors of T. brucei phosphofructokinase; O15648; T. brucei PFK, ADP-Glo luminescence; Potency, µM (top dose mostly 57.5 µM), without a hit: at the highest dose activity, negative = inhibition, actives largely listed as inhibitors; 0.17% of 330,000 active; AID 485367;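 also: potency is read from the fitted curve at half-maximal effect; 0% = uninhibited 1x PFK enzyme wells and -100% = no-enzyme wells; nearly all actives have a fitted effect of over 60% in size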
Target sequence (O15648 whole entry, looked up): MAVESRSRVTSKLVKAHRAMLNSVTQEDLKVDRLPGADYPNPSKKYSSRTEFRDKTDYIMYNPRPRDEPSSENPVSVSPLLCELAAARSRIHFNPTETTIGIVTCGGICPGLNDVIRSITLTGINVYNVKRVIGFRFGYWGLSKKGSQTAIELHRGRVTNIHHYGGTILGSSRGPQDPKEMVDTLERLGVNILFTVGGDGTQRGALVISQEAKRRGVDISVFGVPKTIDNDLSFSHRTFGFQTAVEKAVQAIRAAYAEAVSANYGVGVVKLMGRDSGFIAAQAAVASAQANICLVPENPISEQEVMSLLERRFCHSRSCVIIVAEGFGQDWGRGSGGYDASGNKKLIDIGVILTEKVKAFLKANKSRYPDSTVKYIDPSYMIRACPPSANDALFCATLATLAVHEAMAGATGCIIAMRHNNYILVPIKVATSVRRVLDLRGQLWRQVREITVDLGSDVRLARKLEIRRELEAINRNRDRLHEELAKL
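Activity is normalized to no-enzyme wells (full inhibition) and 1.25 nM enzyme wells (no inhibition). Reaction: 0.5 mM F6P, 0.1 mM ATP, 45 min RT, ADP-Glo luminescence; concentration-response curves fitted and classed by quality.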
Mito fusion act = mitochondrial division inhibition or fusion activation; AID 485298; Potency, µM (doses to about 46.1 µM), inactives show at the highest dose growth rescue (activation), hits mostly activators; S. cerevisiae fusion-defective mutant growth rescue, CellTiterGlo 48 h; 0.23% of 320,000 active;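 also: potency is read from the fitted curve at half-maximal effect; % of control where 0% means no effect; nearly all actives have a fitted effect of over 45% in size; temperature-sensitive fusion mutants such as fzo1-1 at 37 °C on non-fermentable ethanol glycerol medium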
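Read-out: ATP-based luminescence (CellTiterGlo, 10 min ambient) reporting growth of fusion-defective ts yeast after 48 hours at 37C on glycerol/ethanol YPEG medium in the presence of compound.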
USP2a block = inhibitors of human ubiquitin-specific protease USP2a. Potency, µM (titrated, usually from 38.3 µM), for the others: at the highest dose activity change, negative = inhibition, hits mostly inhibitors. 0.01% of 330,000 active. USP2 core, Ub-CHOP2 coupled fluorogenic reporter, 485/531;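 also: potency is read from the fitted curve at half-maximal effect; plate controls were DMSO wells for no effect and full inhibition by NEM control for full effect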
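USP2 core (10nM final) preincubated 30min RT with compound in 20mM Tris-HCl pH 8.0, 2mM CaCl2, 2mM beta-mercaptoethanol, 0.05% CHAPS; 25nM Ub-CHOP2 plus 25nM reporter substrate added, fluorescence (Ex485/Em531) read after 60min.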
ELG1 DNA repair = blocks ELG1-dependent DNA repair in HEK293T cells; HEK293T ELG1-luciferase reporter, luminescence, 16 h; DNA damage induced by 5-fluorouridine; Potency, µM (doses to about 46.1 µM), without a hit: top-dose activity change, negative = inhibition, most hits filed as inhibitors; 2.3% of 330,000 active; also: potency is read from the fitted curve at half-maximal effect; % is scaled to controls: 0 for no effect and ±100 for the full control effect; nearly all actives have a fitted effect of over 55% in size
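Quantitative HTS, concentration-response format. 2,000 cells/well co-treated with 5-fluorouridine and compound, 16 hr in 5% CO2 at 37 °C; ONE-Glo luminescence read after 30 min.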
B2AR arrestin = recruits beta-arrestin to the human beta2-adrenergic receptor. beta-arrestin recruitment to beta2AR, cell-based reporter. AID 492947. Potency, µM (highest dose often 46.1 µM), without a hit: at the top dose activation, hits mostly activators. P07550. 0.02% of 330,000 active;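 also: potency is read from the fitted curve at half-maximal effect; 0% = DMSO controls and full agonism = EC100 isoproterenol or metaproterenol; nearly all actives have a fitted effect of over 65% in size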
BCR signal inh = blocks chronic active B-cell receptor signaling. ABC-DLBCL IkBa-CBG/CBR reporter, luminescence ratio, 4 h. 0.05% of 340,000 active. AID 493014. Potency, µM (titrated, usually from 46.1 µM), for the others: at the highest dose ratio change, negative = lower green/red ratio, actives largely listed as inhibitors; active = well fitted inhibition curve with a large enough effect in the signal ratio, with a control signal flat, not every such curve was filed as active; inconclusive = small, poorly fitted or top-dose-only effect, or effect the other way, or a change in a side signal; the % refers to the signal ratio;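 also: potency is read from the fitted curve at half-maximal effect; plate controls were basal doxycycline-induced cells for no effect and cells given 10 µM MG132 for full effect; MG132 reads +100%, hits lower the ratio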
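Doxycycline induced both beetle luciferases in TMD8 lymphoma cells; IKK-driven degradation limits the IkappaBalpha-fused green signal, while red luminescence normalises for cell number and nonspecific effects. Compounds tested up to 46 uM, 4 hrs.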
TSHR antagonist = human thyrotropin receptor antagonism. P16473. TSHR-expressing cells, TSH-stimulated cAMP HTRF, 2 h; hits give low values. activity change, negative = inhibition, % at 11.5 µM. 0.2% of 330,000 active;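 active = activity change below a set negative limit, meaning inhibition stronger than a set level, cut at about -70% in these data; inconclusive = activity change between two set negative limits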; also: % is scaled to controls: 0 for no effect and ±100 for the full control effect
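Competitive HTRF cAMP read-out (cryptate anti-cAMP antibody, cAMP-d2; 30 min, room temperature) in freshly harvested TSHR cells. Compounds added before TSH at EC80 (4nM final), followed by 2 hours' incubation at 37 deg C.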
TCR act = activators of T cell receptors; primary human leukocytes, anti-CD3, IL-2 HTRF, 48 h; Potency, µM (doses to about 9.22 µM), for the others: top-dose activation of IL-2 secretion, usual class: activators; 330,000 tested, under 10 active; AID 504894; also: % of control where 0% means no effect
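Compounds are tested in HTS on primary human leukocytes co-incubated with a-CD3 beads for 48 hr. IL-2 output is measured by time-resolved FRET.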
uPA surface inh = blocks generation of uPA at the cell surface | 0.31% of 330,000 active | cell surface uPA generation assay, qHTS | AID 540303 | Potency, µM (highest dose often 38.3 µM), without a hit: at the top dose activity change, negative = inhibition, usual class: inhibitors; active = well fitted inhibition curve with a large enough effect; inconclusive = small, poorly fitted or top-dose-only effect; inactive = no such curve, though single readings can be large or run the other way; tested in mouse RAW 264.7 cells; also: potency is read from the fitted curve at half-maximal effect; % is scaled to controls: 0 for no effect and ±100 for the full control effect; nearly all actives have a fitted effect of over 55% in size
TSG101-PTAP inh = blocks PTAP/TSG101 interaction to inhibit HIV-1 budding; Fluorescence polarization, FITC-PTAP peptide / Tsg101 binding; 340,000 tested, under 10 active; Q99816; Potency, µM (series often up to 115 µM), without a hit: at the top dose activity change, negative = inhibition, hits mostly inhibitors; AID 493005; active = well fitted inhibition curve with a large enough effect in the main read-out, with a control signal flat, not every such curve was filed as active; inconclusive = small, poorly fitted or top-dose-only effect, or effect the other way, or a change in a side signal; inactive = no such curve, though single readings can be large or run the other way; also: potency is read from the fitted curve at half-maximal effect; % of control where 0% means no effect
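Compounds were pin-transferred onto Tsg101 binding domain (10 uM final) in HEPES pH 7.5 buffer, then FITC-PTAP peptide was added at 50 nM final. After 20 min at RT, polarization reported peptide displacement across a qHTS concentration series.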
Eya2 phos inh = Eya2 (human) phosphatase inhibition. AID 488837. recombinant Eya2, OMFP fluorescence dephosphorylation (OMFP is methylfluorescein phosphate). 0.006% of 330,000 active. Potency, µM (highest dose often 76.9 µM), for inactives: at the top dose activity, negative = inhibition, most hits filed as inhibitors. O00167; also: potency is read from the fitted curve at half-maximal effect; % is scaled to controls: 0 for no effect and ±100 for the full control effect
Target sequence (O00167 whole entry, looked up): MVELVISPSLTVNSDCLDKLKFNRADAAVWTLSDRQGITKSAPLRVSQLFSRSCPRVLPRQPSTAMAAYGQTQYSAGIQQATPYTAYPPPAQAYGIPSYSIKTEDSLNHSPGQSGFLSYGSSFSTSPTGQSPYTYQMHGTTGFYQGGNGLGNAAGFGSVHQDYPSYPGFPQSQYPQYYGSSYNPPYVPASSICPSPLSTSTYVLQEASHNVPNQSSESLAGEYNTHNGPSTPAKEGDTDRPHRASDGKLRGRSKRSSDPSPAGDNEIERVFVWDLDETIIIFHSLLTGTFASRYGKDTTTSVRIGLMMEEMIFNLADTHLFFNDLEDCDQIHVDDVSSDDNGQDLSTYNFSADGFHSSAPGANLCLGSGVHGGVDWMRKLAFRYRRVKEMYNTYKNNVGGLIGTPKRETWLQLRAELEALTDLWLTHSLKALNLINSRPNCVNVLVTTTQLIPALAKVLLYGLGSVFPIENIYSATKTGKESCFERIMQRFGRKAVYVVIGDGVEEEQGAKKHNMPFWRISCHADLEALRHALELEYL
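Eya2 (0.2 uM) preincubated 10 min at ambient with compound, then OMFP substrate added at 50 uM; 10 min reaction in 50 mM HEPES pH 7.5, 50 mM NaCl, 5 uM MgCl2, 0.05% BSA, 1 mM DTT. Fluorescence read at Ex 485/Em 525 nm.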
Active calls of the source: *; ? = inconclusive; / = no result given; [ ] = remark or other dose. Unless noted, calls follow the shape of the dose curve; as a rule, active = well fitted curve in the direction sought with a large enough effect; inconclusive = small, poorly fitted or top-dose-only effect, or another doubt; inactive = no such curve, though single readings can be large; an effect the other way counts as inactive or inconclusive. An unsorted share of the library; any-hit rate near 3%.

SMILES	Tb PFK block	Mito fusion act	USP2a block	ELG1 DNA repair	B2AR arrestin	BCR signal inh	TSHR antagonist	TCR act	uPA surface inh	TSG101-PTAP inh	Eya2 phos inh
COc1cc(OC)cc(C(=O)N[C@H](C(=O)NC2=NCCS2)C(C)C)c1	-2%	/	-1%	-4%	-0.7%	0%	-1	-8%	7%	0%	-2%
CC(=O)OCCN(C)c1cc(SC(C)C)c2nonc2c1[N+](=O)[O-]	-1%	7%	1%	2%	-0.9%	?	2	0%	-5%	1%	0%
COC(=O)c1cc(C)sc1NC(=O)C1CC=CCC1C(=O)O (configuration not stated)	1%	0%	-2%	-5%	0.1%	?	42	/	/	-3%	12%
CCOC(=O)Cc1c(C)[nH]c(=S)[nH]c1=O	-5%	-1%	5%	13%	0.0%	5%	-2	-3%	0%	1%	7%
Cc1ccc(CCNC(=O)c2ccc(NC3=NC4CS(=O)(=O)CC4S3)cc2)cc1 (configuration not stated)	4%	3%	1%	11%	0.5%	0%	-12	-3%	2%	1%	4%
CSc1ccccc1C(=O)Nc1ccc(C)cc1C	-4%	0%	11%	16%	-1.2%	4%	0	1%	-7%	-2%	-14%
O=C(COc1ccccc1)Nc1ccc(Cl)cn1	-17%	1%	2%	?	0.0%	?	-1	-18%	0%	-2%	-5%
O=C(CCS(=O)(=O)c1ccccc1)NCc1ccccc1	2%	-1%	-1%	?	0.0%	-2%	4	-4%	-7%	0%	2%
COc1ccc(O)c(C(=O)C2c3ccccc3C(=O)N2c2ccc(C)cc2)c1 (configuration not stated)	?	5%	0%	?	0.1%	2%	2	1%	-17%	-1%	-7%
COc1ccc(NS(=O)(=O)c2ccc3oc(Nc4ccc5c(c4)OCCO5)nc3c2)cc1	1%	18%	2%	?	-0.4%	?	?	-7%	-8%	-2%	-4%
O=C(NCC1CCCO1)c1ccc(C(=O)NCC2CCCO2)cc1 (configuration not stated)	0%	5%	1%	15%	0.0%	-5%	-8	2%	4%	-8%	9%
CCc1ccc(CN2CCC(C(=O)Nc3ccc(-n4nc(C)cc4C)cc3)CC2)o1	2%	-14%	-1%	-5%	-0.2%	0%	-3	8%	-19%	-6%	2%
CC(C)Cc1nnc(NS(C)(=O)=O)s1	2%	-7%	2%	2%	-0.2%	3%	17	-1%	4%	-5%	17%
CCOC(=O)c1ccccc1NC(=O)[C@@H]1CCCN1C(=O)OC(C)(C)C	-5%	2%	0%	-5%	0.2%	5%	-2	-11%	15%	-3%	-17%
COc1ccc(CCN(C)C2CCCN(C(=O)CCC(F)(F)F)C2)cc1OC (configuration not stated)	-3%	-1%	-1%	1%	-0.2%	-1%	19	/	-5%	-1%	5%
CCOc1ccc(NC(=S)N(C)C)cc1	-6%	-2%	-4%	15%	-0.6%	3%	-4	5%	-1%	-6%	-1%
COc1ccccc1N1CCN(C2CCCN(Cc3cc(F)cc(F)c3)C2)CC1 (configuration not stated)	0%	-3%	4%	-1%	0.1%	0%	1	3%	-3%	-4%	8%
Cc1ccc2c(c1)C1CN(C)CCC1N2C(=O)COc1ccc(N(C)C(=O)C(C)(C)C)cc1 (configuration not stated)	-4%	-7%	0%	2%	-0.1%	5%	0	2%	-12%	-1%	9%
CCc1ccc(OC(=O)c2cncc(Br)c2)cc1	-1%	-3%	2%	-3%	-0.9%	?	-6	5%	-1%	-1%	-4%
Cc1c(CN2CCC(CO)(Cc3cccc(C(F)(F)F)c3)CC2)c2ccccc2n1C	-4%	-6%	1%	-5%	-0.8%	?	17	4%	-7%	-1%	-20%
COc1ccccc1CNC(=O)CN1C(=O)COc2ccc(S(=O)(=O)NC3CCCC3)cc21	-4%	?	3%	?	0.0%	5%	-4	-1%	-4%	-3%	-1%
COc1ccc(NC(=O)C2CC2)cc1S(=O)(=O)N1CCOCC1	-1%	-1%	3%	23%	0.3%	1%	22	11%	6%	0%	-1%
COC(=O)c1ccc(NC(=S)N2CCN(C(=O)c3ccco3)CC2)cc1	-17%	-1%	1%	-9%	0.1%	-3%	9	-3%	4%	-3%	3%
COc1ccc2c3c(cccc13)OCC2=O	5%	8%	4%	1%	0.4%	-6%	7	3%	3%	-6%	-11%
C=CCc1ccc(OCCCCNC2CCCC2)c(OC)c1	-1%	-1%	0%	-13%	-0.2%	-4%	-4	-3%	-9%	-10%	4%
O=S(=O)(c1cc(Cl)ccc1Cl)N1CC2CCCN2c2ccc(C(F)(F)F)cc21 (configuration not stated)	-4%	-3%	2%	?	-0.4%	28%	-31	5%	5%	-2%	-4%
CC(=O)N/C(=C\c1ccccc1)C(=O)OCC(=O)Nc1cc(S(=O)(=O)N(C)C)ccc1C	-5%	0%	2%	4%	0.0%	6%	-4	2%	-13%	0%	11%
Cc1csc2c(N3CCN(C(=O)NC(C)(C)C)CC3)ncnc12	-1%	-3%	2%	?	-0.2%	5%	-19	2%	-1%	-3%	-3%
CSc1ccc(Cl)c(C(=O)OCC(=O)N2CCN(c3ccccc3)CC2)c1	1%	6%	0%	-29%	-0.4%	-14%	-16	-3%	-20%	-10%	-16%
CCOc1cc(/C=N/Nc2nnc(C)n2N)ccc1OC(C)=O	-5%	-9%	-5%	?	0.5%	?	7	-26%	-17%	-7%	6%
COC(=O)c1ccc(CN2CCc3ccc(NC(=O)c4ccncc4)cc3C2)cc1	3%	1%	1%	?	-0.5%	-9%	-28	-4%	4%	-7%	-3%
CC1=NNC(=O)C1CCC(=O)N/N=C/c1ccc(C)cc1 (configuration not stated)	-5%	1%	4%	0%	-0.3%	11%	-2	-21%	1%	0%	10%
CCCNC(=O)CN1CCN(S(=O)(=O)c2ccc(Br)s2)CC1	0%	3%	1%	-1%	0.2%	1%	5	-5%	6%	-5%	6%
CC(=O)c1cccc(S(=O)(=O)NCCCN2CCOCC2)c1	20%	0%	1%	-4%	-1.4%	2%	45	-2%	11%	-3%	1%
CCN(C(=O)COC(=O)C1CCN(S(=O)(=O)c2cccs2)CC1)c1ccccc1	-1%	3%	3%	-4%	0.1%	7%	-1	-2%	0%	-3%	6%
Fc1ccc2nc(C3CCCCN3Cc3nc(CC4CC4)no3)[nH]c2c1 (configuration not stated)	-3%	-4%	0%	1%	-0.2%	3%	1	-12%	-1%	0%	4%
CCn1cc(Cl)c(C(=O)N2N=C(c3ccc4ccccc4c3)CC2c2ccccc2O)n1 (configuration not stated)	-20%	?	-15%	?	4.3%	?	7	5%[46.1 µM]	-4%	-3%	-2%
O=C(COC(=O)/C=C/c1ccc(C(F)(F)F)cc1)NCCC1=CCCCC1	-1%	-3%	3%	2%	-3.5%	0%	3	5%	0%	-4%	3%
CN(C)Cc1c(-c2ccc(Cl)cc2)nc2ccc(Cl)cn12	2%	-3%	-1%	11%	0.1%	?	2	2%	-1%	0%	14%
CC[C@H]1CCCCc2ccccc2[C@@H](C(=O)C[C@@H](O)CC(C)=O)OC1=O	0%	/	2%	-11%	-0.2%	8%	-7	1%	13%	-15%	2%

Some entries already given, limited to TSHR antagonist:
Compound,TSHR antagonist
CCCNC(=O)CN1CCN(S(=O)(=O)c2ccc(Br)s2)CC1,5
CC(=O)c1cccc(S(=O)(=O)NCCCN2CCOCC2)c1,45

Additional results.
SMILES	Tb PFK block	Mito fusion act	USP2a block	ELG1 DNA repair	B2AR arrestin	BCR signal inh	TSHR antagonist	TCR act	uPA surface inh	TSG101-PTAP inh	Eya2 phos inh
Cc1cccc(NC(=O)COC(=O)c2ccc(S(=O)(=O)N3CCCC3)cc2)c1	5%	-4%	3%	11%	-0.8%	-5%	-4	-4%	2%	-3%	18%
CC(C)c1ccc(OCC(=O)NN2C(=O)c3ccccc3C2=O)c(Br)c1	-6%	0%	2%	-2%	0.4%	0%	11	-6%	0%	-2%	-9%
COc1cc2[nH]c(=S)n(Cc3ccccc3)c(=O)c2cc1OC	-2%	2%	-2%	-6%	-0.2%	3%	-3	2%	-11%	-5%	-4%
O=c1[nH]c(=S)[nH]c2sc3c(c12)CCCCCC3	0%	-3%	2%	-6%	-0.8%	?	37	/	-3%	-5%	-15%
CC(=O)c1cccc(NS(=O)(=O)N(C)C)c1	-5%	20%	1%	2%	-0.6%	-5%	33	3%	-2%	-2%	-4%

High-throughput results as filed in PubChem.
